Bioassay records: PubChem, several laboratories
MgcRacGAP inhibition: MgcRacGAP GTPase-activating activity inhibitors, confirmation, biochemical, ADP Hunter fluorescence | Rac GTPase-activating protein 1 (Homo sapiens) | MgcRacGAP-stimulated Rac1 GTP hydrolysis, ADP Hunter fluorescence; higher % means a stronger effect; GST-tagged Rac1 F28L mutant substrate | inhibition, % at 30 µM, or IC50 in µM where a hit was titrated | actives 0.6% (n = 340,000);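 active = first-screen hits whose inhibition reached a set limit at any dose in the follow-up dose series; inconclusive = inhibition above the set first-screen limit but never retested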;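 note: fluorescence reports GDP produced by GAP-driven GTP hydrolysis; strong numbers were not always called active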
KOR beta-arrestin-1: KOR antagonists, beta-arrestin recruitment, cell-based, luminescence, uHTS (AID 1778); inhibition, % at 10 µM, or IC50 in µM where a hit was titrated; actives 0.091% (n = 290,000); KOR beta-arrestin recruitment, luminescence, antagonist mode; higher % means a stronger effect; Kappa-type opioid receptor (Homo sapiens); in the data active = inhibition above about 50%; note: strong numbers were not always called active
GPR55 LPI antagonism: GPR55 antagonists blocking LPI-driven arrestin recruitment, primary screen, imaging, U2OS, beta-arrestin-GFP, LPI agonist (AID 2013); U2OS GPR55 beta-arrestin-GFP translocation imaging, LPI antagonism; higher % means a stronger effect; one-dose inhibition, % at 10 µM; IC50 in µM for titrated hits; actives 0.13% (n = 290,000);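 active = spots per cell inhibited over 60%, with over 100 cells counted and total cytoplasm intensity under 500,000; inconclusive = wells with under 100 cells, flagged as likely toxic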;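 note: U2OS cells stably carrying GPR55 and arrestin-GFP stimulated by 5 µM LPI near EC80; imaged beta-arrestin-GFP aggregate spots per cell after agonist stimulation; plate controls were LPI-stimulated DMSO wells for no effect and DMSO wells without LPI for full effect; some results filed as inactive read as strong as hits; confirmed hits need IC50 under 10 µM and bright autofluorescent wells are also inconclusive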
UTI89 phage lysis: inhibition of K1F phage lysis, E. coli UTI89, bacterial capsule biogenesis inhibitors, alamar blue (AID 488966); E. coli UTI89 K1F phage lysis, alamar blue, 2 h; higher % means a stronger effect; one-dose inhibition, % at 100 µM; IC50 in µM for titrated hits; actives 0.02% (n = 340,000);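 active = phage lysis inhibition, versus mean bacterial control, above a set limit; inconclusive = no clear call, values can overlap the other calls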;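 note: capsule biogenesis inhibitors block K1F phage lysis so surviving cells raise fluorescence; higher fluorescence means more inhibition of phage lysis; actives were called in the ten point dose series up to 300 µM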
KOR beta-arrestin-2: KOR agonists, beta-arrestin recruitment, primary screen, cell-based, luminescence, uHTS (AID 1777); KOR beta-arrestin recruitment, luminescence; higher % means a stronger effect; actives 0.02% (n = 280,000); Kappa-type opioid receptor (Homo sapiens); activation, % at 10 µM, or EC50 in µM where a hit was titrated; in the data active = activation above about 50%, passing the limit was not always enough; note: a part of the inactive calls stands beside numbers as strong as those of hits
NOD1 inhibition: NOD1 signaling inhibitors, primary screen, cell-based, luminescence, uHTS (AID 1578). actives 1% (n = 290,000). NOD1-driven NF-kB luciferase reporter cells, luminescence; higher % means a stronger effect. inhibition, % at 4 µM, or EC50 in µM where a hit was titrated; in the data active = inhibition mostly above about 36%, no sharp cut-off; inactive = mostly below about 34%;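 note: HEK-293T reporter cells stimulated with the NOD1 agonist gamma-tri-DAP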
NTR1 agonist: agonists of NTR1, primary screen, imaging, U2OS cells, beta-arrestin-GFP, high content (AID 493036); Neurotensin receptor type 1 (Homo sapiens), P30989; actives 0.17% (n = 330,000); NTR1-U2OS beta-arrestin-GFP spot imaging, agonist mode; activation, % at 20 µM;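 active = activation at or above 40% of the spot to cytoplasm intensity ratio, with at least 20 cells analyzed; inconclusive = wells under 20 cells, flagged as cytotoxic or low count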;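 note: 0% = DMSO without peptide and 100% = 100 nM NTR1 peptide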
Target sequence (P30989 whole entry, looked up): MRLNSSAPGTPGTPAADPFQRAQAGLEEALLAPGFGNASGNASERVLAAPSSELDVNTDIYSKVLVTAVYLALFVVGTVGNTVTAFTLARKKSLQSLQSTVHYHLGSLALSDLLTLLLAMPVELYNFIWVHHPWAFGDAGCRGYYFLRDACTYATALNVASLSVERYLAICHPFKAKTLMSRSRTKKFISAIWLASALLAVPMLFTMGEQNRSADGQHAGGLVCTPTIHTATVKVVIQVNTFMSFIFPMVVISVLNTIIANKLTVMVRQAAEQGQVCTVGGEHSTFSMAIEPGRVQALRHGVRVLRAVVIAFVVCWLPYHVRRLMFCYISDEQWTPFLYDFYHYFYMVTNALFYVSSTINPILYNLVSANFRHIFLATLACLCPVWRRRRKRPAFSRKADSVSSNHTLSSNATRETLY
GPR35 arrestin U2OS: GPR35 antagonists blocking zaprinast-driven arrestin recruitment, primary screen, imaging, U2OS, beta-arrestin-GFP, zaprinast agonist (AID 2058); G-protein coupled receptor 35 (Homo sapiens); U2OS GPR35 beta-arrestin-GFP translocation imaging, zaprinast antagonism; higher % means a stronger effect; one-dose inhibition, % at 10 µM; IC50 in µM for titrated hits; actives 0.052% (n = 290,000);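 active = inhibition of at least 50% with at least 30 cells and total cytoplasm GFP at most 10,000,000; inconclusive = under 30 cells or total GFP of 10,000,000 plus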
GPR55 beta-arrestin: GPR55 agonists via beta-arrestin recruitment, primary screen, imaging, U2OS cells, beta-arrestin-GFP redistribution (AID 1961) | activation, % at 10 µM; hits with a dose series show EC50 in µM | U2OS GPR55 beta-arrestin-GFP redistribution imaging; higher % means a stronger effect | G-protein coupled receptor 55 (Homo sapiens) | actives 0.048% (n = 290,000);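 active = activation above 40% with more than 50 cells counted in the well; inconclusive = wells holding fewer than 50 cells, flagged as toxic or sparse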;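 note: U2OS osteosarcoma cells stably expressing GPR55 and beta-arrestin-GFP; plate controls were DMSO negative control for no effect and LPI positive control for full effect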
NTR1 agonist cell count 20 µM: recorded beside NTR1 agonist, whose call it bears; cell count; measured here: cell count, cytotoxicity flag
* marks the source's active call; other numbers are inactive results; ? = inconclusive; . = not tested or not shown; [ ] = another dose, or the depositor's remark. Not all compounds are listed; rates above refer to the full screens.

Structure,MgcRacGAP inhibition,NOD1 inhibition,GPR35 arrestin U2OS,KOR beta-arrestin-2,UTI89 phage lysis,NTR1 agonist cell count 20 µM,GPR55 LPI antagonism,GPR55 beta-arrestin,KOR beta-arrestin-1,NTR1 agonist
Cc1c(Cl)cccc1NC(=O)c1cccc(OC(F)F)c1,-1%,12%,-3%,4.6%,8.5%,92,2%,-0.1%,-4%,0.6
O=C(c1cc2cc(Br)cc(Br)c2oc1=O)N1CCCC1,-1%,-36%,-7%,-9.0%,-0.1%,68,-3%,0.1%,-4%,1.0
CCOC(=O)C(=CNc1cc(C)nn1C(C)(C)C)C(=O)OCC,6%,-6%,6%,-3.4%,0.1%,83,2%,0.2%,5%,-2.2
O=[N+]([O-])c1ccc(N2CCN(C(=S)NCc3ccc(Cl)cc3)CC2)cc1,8%,89%*,-8%,-5.4%,-0.1%,44,-6%,-0.2%,5%,0.3
COc1ccc(/C=N/n2c(=O)[nH]c3c([nH]c4ccc(Br)cc43)c2=O)cc1CN1CCOCC1,7%,18%,-1%,-0.9%,-0.8%,52,21%,0.0%,20%,3.2
CC(O)CNC12CC3CC(CC(C3)C1)C2 (stereo not given),6%,-53%,9%,-1.3%,0.1%,33,8%,0.0%,-26%,0.3
Cc1cc(C)c2c(c1)c1nnc(SCCN3CCCCC3)nc1n2C,16%,2%,16%,3.2%,0.1%,75,-6%,-0.1%,-12%,4.6
CCN(CC)S(=O)(=O)c1ccc(F)c(C(=O)NCCCN2CCOCC2)c1,4%,-17%,-7%,4.7%,3.7%,42,8%,-0.1%,-28%,0.2
COc1ccccc1CC(=O)Nc1ccc(-c2noc(COc3ccc(Br)cc3)n2)cc1,6%,-119%,22%,15%,0.2%,93,-6%,-0.1%,-41%,1.2
CCOc1cc2[nH]c(=S)n(Cc3ccc(C(=O)NCCCN4CCOCC4)cc3)c(=O)c2cc1OCC,-9%,11%,4%,3.3%,-0.2%,67,16%,-0.3%,-16%,0.7
O=[N+]([O-])c1ccc(/C=N/n2c(C3CCCCC3)n[nH]c2=S)cc1,7%,20%,15%,3.8%,8.6%,72,7%,-0.1%,-28%,10
CCN(CC)C(=O)COC(=O)C1=NN(c2cc(C)ccc2C)C(=O)CC1,-5%,-26%,4%,-1.3%,0.2%,34,-2%,-0.1%,-5%,0.1
CC(=O)NCCOc1c(C)cc(S(N)(=O)=O)cc1C,2%,-7%,-4%,-3.0%,4.2%,45,7%,-0.1%,-8%,-0.4
O=C(c1ccc(NS(=O)(=O)c2ccc(Cl)cc2)cc1)N1CCOCC1,10%,-14%,-6%,5.3%,-0.3%,54,4%,1.0%,8%,-0.1
COc1ccc(/C=N/NC(=O)CCn2cnc3ccccc32)cc1,.,2%,19%,-0.8%,.,60,0%,-0.1%,12%,1.1
COc1ccc(NC2CCCN(C(=O)COc3ccc(Cl)cc3C)C2)cc1OC (stereo not given),110µM*,-12%,3%,4.4%,0.9%[50 µM],55,6%,-0.1%,-5%,2.3
CC1CCCCN1S(=O)(=O)c1ccc(-n2cnnn2)cc1 (stereo not given),3%,-11%,14%,-2.1%,0.5%,54,9%,-0.1%,-16%,-0.3
CN(CC(=O)Nc1ccccc1C(F)(F)F)C(=O)COc1cccnc1[N+](=O)[O-],2%,-13%,-2%,-2.5%,-1.2%,45,15%,0.2%,7%,1.0
CC#CCC(CC#CC)c1nc2ccccc2c(=O)n1N,7%,-15%,-2%,1.1%,0.4%,70,19%,-0.3%,-1%,4.0
CCc1nnc(NC(=O)c2cc(S(=O)(=O)N3CCOCC3)ccc2N2CCCCC2)s1,-9%,2%,5%,-1.4%,0.0%,.,4%,-0.1%,12%,.

One compound at a time, as listed above. Order of screens: MgcRacGAP inhibition	NOD1 inhibition	GPR35 arrestin U2OS	KOR beta-arrestin-2	UTI89 phage lysis	NTR1 agonist cell count 20 µM	GPR55 LPI antagonism	GPR55 beta-arrestin	KOR beta-arrestin-1	NTR1 agonist
Profile of CN(CC(=O)Nc1ccccc1C(F)(F)F)C(=O)COc1cccnc1[N+](=O)[O-] = 2%	-13%	-2%	-2.5%	-1.2%	45	15%	0.2%	7%	1.0
Profile of O=[N+]([O-])c1ccc(N2CCN(C(=S)NCc3ccc(Cl)cc3)CC2)cc1 = 8%	89%*	-8%	-5.4%	-0.1%	44	-6%	-0.2%	5%	0.3
Profile of COc1ccc(/C=N/NC(=O)CCn2cnc3ccccc32)cc1 = .	2%	19%	-0.8%	.	60	0%	-0.1%	12%	1.1

Later entries.
Structure,MgcRacGAP inhibition,NOD1 inhibition,GPR35 arrestin U2OS,KOR beta-arrestin-2,UTI89 phage lysis,NTR1 agonist cell count 20 µM,GPR55 LPI antagonism,GPR55 beta-arrestin,KOR beta-arrestin-1,NTR1 agonist
Cc1ccc(S(=O)(=O)CCN2C=CC(C(F)(F)F)=NCC2)cc1,.,1%,4%,0.3%,.,69,-9%,-0.6%,.,1.6
Cc1ccccc1C(=O)Nc1nnc(-c2ccc(C(C)(C)C)cc2)s1,6%,-19%,-8%,5.3%,4.9%,45,6%,0.8%,-4%,5.9
O=C(Cn1nc2ccccc2n1)N/N=C/c1ccc(F)cc1,-1%,2%,-6%,-6.1%,2.8%[50 µM],55,-5%,-0.3%,20%,0.7
O=C(/C=C/c1ccc(OC2CSC2)cc1)c1ccccc1,2%,-22%,6%,5.1%,-0.2%,86,27%,3.3%,-6%,8.3
COc1ccc(CNC(=O)CN(C(=O)c2csnn2)c2ccc(C(C)=O)cc2)cc1,8%,-13%,2%,-1.1%,2.0%,64,7%,1.2%,10%,-1.3
CCOC(=O)c1cccc(S(=O)(=O)N(CCO)Cc2cc3cc(OC)c(OC)cc3[nH]c2=O)c1,8%,-25%,5%,-0.1%,2.5%,89,5%,-0.2%,-11%,-1.4
COc1ccc(-c2nn(CC(=O)N(C)C)c(=O)c3ccccc23)cc1,4%,3%,0%,-2.4%,0.0%,83,0%,0.0%,2%,3.5
CCC(C)(C)n1nnnc1C(c1cc2cccc(C)c2[nH]c1=O)N1CCCC1 (stereo not given),11%,-18%,5%,-3.0%,1.8%,58,6%,-0.3%,-6%,2.7
Cc1cccc(COc2ncnc3nc[nH]c23)c1,1%,-18%,6%,2.6%,0.1%,82,10%,0.6%,-10%,-0.5
CC(=O)C1=C(O)C(=O)N(c2ccc(O)cc2)C1c1ccc(Cl)cc1 (stereo not given),21%,-23%,-9%,-0.1%,0.1%,63,1%,-0.2%,10%,0.1
O=C(CCC(=O)NCCO)NCCO,11%,-24%,-9%,-8.2%,0.2%,89,10%,0.2%,10%,1.8
O=C(O)C1CC=C(Cl)CC1C(=O)NCC1OCCc2ccccc21 (stereo not given),13%,1%,9%,-2.0%,0.3%,42,11%,-0.1%,12%,0.9
Cc1ccc(C)n1-c1ccc(N2CCOCC2)c([N+](=O)[O-])c1,31%,6%,-11%,-0.3%,0.0%,44,7%,-0.1%,27%,1.7
CCNC(=S)N(CCCN(CC)CC)Cc1cc2cc3c(cc2[nH]c1=O)OCO3,12%,-21%,-11%,1.4%,0.3%,61,9%,-0.1%,-46%[20 µM],0.7
Cc1ccc(NCc2nnc(SCc3ccc(C#N)cc3)n2Cc2ccco2)c(C)c1,4%,-14%,-13%,-3.9%,-0.5%,81,9%,-0.2%,13%,-0.2
O=C(Nc1cc(C(=O)N2CCOCC2)cc(C(=O)N2CCOCC2)c1)c1cc(F)c(F)cc1Cl,10%,-5%,5%,-2.9%,0.2%,65,6%,?,32%,-1.3
N#CCSc1nc2ccccc2o1,2%,-6%,11%,6.3%,-0.7%,45,2%,0.2%,-7%,-0.2
COc1ccc(O)c(-c2cc(-c3cccs3)[nH]n2)c1,7%,-46%,5%,-5.4%,-0.5%,41,2%,-0.3%,-40%,5.8
CC(C(=O)Nc1ccccc1Cl)c1ccc([N+](=O)[O-])cc1 (stereo not given),1%,-38%,2%,5.6%,-0.1%,96,4%,0.2%,-8%,-1.1
COc1cc(CNc2ccc(NC(C)=O)cc2)ccc1OCc1ccccc1C,10%,-14%,-20%,0.6%,-0.5%,79,-8%,2.4%,4%,0.6
CC(=O)Nc1ccc(S(=O)(=O)N2CCC(C(=O)NC3CCCC3)CC2)cc1,11%,-22%,-13%,5.3%,0.3%,59,-2%,0.2%,-7%,0.9
O=S(=O)(c1ccccc1)c1nc(NCc2cccnc2)sc1Cl,-3%,-1%,-1%,-3.1%,0.2%,63,7%,-0.2%,8%,1.3
CC(=O)Cn1nnc2sc(-c3ccccc3)cc2c1=O,7%,-31%,1%,-1.4%,0.0%,47,-1%,-0.4%,-16%,2.3
COc1ccc(Cl)cc1S(=O)(=O)Nc1ncn[nH]1,5%,-43%,12%,2.2%,0.6%,46,-2%,0.1%,-36%,-2.0
COC(=O)CCCC1=CC2=CC(=O)C(C)(OC(=O)c3cccs3)C(=O)C2=CN1c1cccc(C#N)c1 (stereo not given),0%,-9%,0%,-0.7%,1.0%,88,-7%,-0.2%,29%,-0.8
Cn1c(CN2CCOCC2)nc2cc(NC(=O)COc3ccc([N+](=O)[O-])cc3)ccc21,15%,9%,-4%,1.2%,0.3%,58,-3%,-0.1%,-44%[20 µM],-0.2
COn1c(=O)c(-c2ccc(C)cc2)[n+]([O-])c2ccccc21,9%,-1%,2%,0.6%,0.2%,53,-2%,-0.1%,-10%,-0.2
COc1cc(/C=N/NC(=O)NC23CC4CC(CC(C4)C2)C3)ccc1O,54µM*,-7%,9%,-4.4%,0.1%[50 µM],40,-13%,0.0%,4%,3.2
Cc1cc(C(=O)N/N=C/c2ccccc2Br)no1,-2%,-59%,13%,4.3%,4.0%,67,2%,-0.2%,-49%,-3.5
